G9a inh: inhibitors of human histone lysine methyltransferase G9a; actives 8.8% (n = 350,000); Potency, µM (titrated, usually from 102 µM), without a hit: top-dose activity, negative = inhibition, usual class: inhibitors; Q96KQ7; G9a H3K9 monomethylation, AlphaScreen, 2 h; AID 504332; also: potency is read from the fitted curve at half-maximal effect; % is scaled to controls: 0 for no effect and ±100 for the full control effect; nearly all actives have a fitted effect of over 75% in size
Target sequence (Q96KQ7 913-1193 limits assumed): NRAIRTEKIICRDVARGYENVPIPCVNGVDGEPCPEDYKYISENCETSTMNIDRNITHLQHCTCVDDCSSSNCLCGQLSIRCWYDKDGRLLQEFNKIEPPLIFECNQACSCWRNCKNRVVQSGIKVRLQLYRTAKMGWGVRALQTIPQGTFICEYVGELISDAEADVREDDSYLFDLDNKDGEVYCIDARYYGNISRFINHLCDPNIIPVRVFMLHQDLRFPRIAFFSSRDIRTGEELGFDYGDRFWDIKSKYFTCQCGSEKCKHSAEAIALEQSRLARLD
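Signal arises when biotinylated H3K9 peptide, once monomethylated, bridges streptavidin donor and antibody-captured acceptor beads. Enzyme at 20 nM was preincubated 15 min with test compounds; peptide 500 nM and SAM 20 uM then reacted for 2 h.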
ERG Ets-DNA blk: ERG Ets/DNA interaction inhibition | P11308 | fluorescence polarization, His-ERG Ets domain / labelled DNA | AID 624246 | Potency, µM (top dose mostly 76.9 µM), inactives show at the top dose FP activity, negative = inhibition, hits mostly inhibitors | actives 0.028% (n = 370,000); active = well fitted inhibition curve with a large enough effect in the polarisation, with a control signal flat; inconclusive = small, poorly fitted or top-dose-only effect, or effect the other way, or a change in a side signal; inactive = no such curve, though single readings can be large or run the other way; the % refers to the polarisation;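 also: polarization taken with two DNA probes labelled with fluorescein and Texas red; potency is read from the fitted curve at half-maximal effect; % of control where 0% means no effect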
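His-tagged ERG Ets domain (1 uM in the protein solution; 300mM KCl, 50mM Tris-HCl, 1mM EDTA, 1mM DTT, pH 7.5) received compound, then a probe mix of 5 nM fluorescein-DNA and 100nM Texas-615-DNA. Fluorescence polarization was read for both dyes.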
JMJD2A Tudor inh: blocks the human JMJD2A Tudor domain; O75164; AlphaScreen JMJD2A-Tudor / H3K4me3 peptide binding; Potency, µM (doses to about 114 µM), for inactives: top-dose activity change, negative = inhibition, actives largely listed as inhibitors; actives 4.4% (n = 390,000); AID 504339; also: potency is read from the fitted curve at half-maximal effect; % is scaled to controls: 0 for no effect and ±100 for the full control effect; nearly all actives have a fitted effect of over 50% in size
PI4K2A block: blocks human PI4K2A kinase activity | Q9BTU6 | purified PI4K2A, ADP-Glo luminescence, 1 h; active compounds read low | activity change, negative = inhibition, % at 76.9 µM | actives 0.13% (n = 420,000) | AID 1346378; in the data active = activity change below about -50%; inconclusive = mostly about -30% to -49%;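 also: -100% = wells without enzyme as full effect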
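PI4K2A activity was measured by ADP-Glo luminescence: enzyme (4 ug/mL stock) and phosphatidylinositol (1.2 mM stock) in Tris pH 7.5/MgCl2/EGTA/Triton X-100 buffer were reacted with ATP (300 microM stock) for one hour at ambient temperature.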
GLS inhibitor: blocks human kidney-isoform glutaminase activity. actives 0.21% (n = 410,000). Potency, µM (titrated, usually from 45.5 µM), inactives show top-dose activity change, negative = inhibition, usual class: inhibitors. O94925. GLS enzymatic activity, qHTS titration; also: potency is read from the fitted curve at half-maximal effect; % is scaled to controls: 0 for no effect and ±100 for the full control effect
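Read-out is an Amplex red fluorescence increase coupled through glutamate oxidase and HRP, measured before and after 30 min room-temperature incubation. hKGA is in 45 mM KH2PO4 (pH 8.2) with 0.02% Tween-20; glutamine added as 1mM solution.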
BAZ2B inh: inhibitors of human BAZ2B bromodomain; AID 504333; actives 4.4% (n = 360,000); AlphaScreen BAZ2B-H3K14Ac peptide displacement; Potency, µM (doses to about 114 µM), inactives show top-dose activity change, negative = inhibition, hits mostly inhibitors; Q9UIF8; also: potency is read from the fitted curve at half-maximal effect; % is scaled to controls: 0 for no effect and ±100 for the full control effect; nearly all actives have a fitted effect of over 60% in size
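AlphaScreen luminescence quantifies BAZ2B engagement of H3K14Ac peptide; the protein and biotinylated peptide are both at 50 nM final, buffer PBS pH 7.4 with 0.01% Tween-20, all steps at room temperature.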
Tb PGK inh: T. brucei PGK inhibition | actives 0.043% (n = 380,000) | PGK/GAPDH coupled, Kinase-Glo luminescence, 60 min | Potency, µM (doses to about 57.5 µM), without a hit: top-dose activity change, negative = inhibition, actives largely listed as inhibitors | AID 602233 | P07378; also: potency is read from the fitted curve at half-maximal effect; % is scaled to controls: 0 for no effect and ±100 for the full control effect; nearly all actives have a fitted effect of over 60% in size
Target sequence (P07378 whole entry, looked up): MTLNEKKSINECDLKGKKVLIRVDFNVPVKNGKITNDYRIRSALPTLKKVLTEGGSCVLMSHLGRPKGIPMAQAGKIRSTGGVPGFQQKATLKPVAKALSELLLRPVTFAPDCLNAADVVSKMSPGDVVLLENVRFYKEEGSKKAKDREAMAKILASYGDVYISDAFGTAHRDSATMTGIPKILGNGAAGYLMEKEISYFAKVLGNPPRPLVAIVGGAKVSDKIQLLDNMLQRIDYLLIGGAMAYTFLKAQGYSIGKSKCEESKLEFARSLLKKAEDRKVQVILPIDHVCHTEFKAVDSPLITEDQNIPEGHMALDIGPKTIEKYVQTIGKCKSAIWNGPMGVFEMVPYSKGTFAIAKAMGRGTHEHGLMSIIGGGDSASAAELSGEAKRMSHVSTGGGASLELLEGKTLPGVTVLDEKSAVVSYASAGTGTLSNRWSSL
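Recombinant glycosomal PGK reaction used 1,3-bisphosphoglycerate generated in-well by GAPDH (100nM final) in 100mM TEA pH 7.6, 5mM MgCl2, 0.01% Tween-20. After 60 minutes at room temperature, ATP was read by Kinase-Glo Plus luminescence end-point.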
Pin1 inhibitor: blocks the human prolyl isomerase Pin1; Q13526; Pin1 FP peptide displacement, HiFluor488, 10 min; Potency, µM (highest dose often 115 µM), inactives show at the top dose activity, negative = inhibition, hits mostly inhibitors; actives 0.009% (n = 390,000); active = well fitted inhibition curve with a large enough effect in the polarisation, with a control signal flat, not every such curve was filed as active; inconclusive = small, poorly fitted or top-dose-only effect, or effect the other way, or a change in a side signal; inactive = no such curve, though single readings can be large or run the other way; the % refers to the polarisation; also: potency is read from the fitted curve at half-maximal effect; % is scaled to controls: 0 for no effect and ±100 for the full control effect
Target sequence (Q13526 whole entry, looked up): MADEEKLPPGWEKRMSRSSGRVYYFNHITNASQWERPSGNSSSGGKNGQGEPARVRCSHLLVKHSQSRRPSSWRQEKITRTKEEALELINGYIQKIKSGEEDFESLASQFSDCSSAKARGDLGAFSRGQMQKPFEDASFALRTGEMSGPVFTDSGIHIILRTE
HP1b binding inh: inhibitors of HP1-beta chromodomain binding to methylated histone tails. P83916. AlphaScreen HP1-beta / biotin-H3K9me3 peptide binding. Potency, µM (titrated, usually from 114 µM), inactives show at the highest dose activity change, negative = inhibition, hits mostly inhibitors. actives 0.56% (n = 390,000). AID 540317; also: potency is read from the fitted curve at half-maximal effect; nearly all actives have a fitted effect of over 70% in size; inactives centre near 23
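HP1-beta protein (50 nM final) preincubated 30 min at room temperature with biotinylated H3(1-18)K9me3 peptide (50 nM) in PBS pH 7.4, 0.01% Tween-20, then compound added for 30 min. AlphaScreen streptavidin donor/nickel chelate acceptor beads (10 ug/mL final), 30 min dark, luminescence read.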
* hit, by the source's call; i = inactive; ? = inconclusive; nt = no result given; [ ] = another dose, or the depositor's remark. Unless noted, calls follow the shape of the dose curve; as a rule, active = well fitted curve in the direction sought with a large enough effect; inconclusive = small, poorly fitted or top-dose-only effect, or another doubt; inactive = no such curve, though single readings can be large; an effect the other way counts as inactive or inconclusive.

molecule,G9a inh,ERG Ets-DNA blk,JMJD2A Tudor inh,PI4K2A block,GLS inhibitor,BAZ2B inh,Tb PGK inh,Pin1 inhibitor,HP1b binding inh
C#CCOCCOCCOCCNc1nc(N2CCN(C(=O)[C@H](Cc3ccc(O)cc3)n3cc([C@@H](N)C(C)CC)nn3)CC2)nc(N2CCN(C(=O)[C@H](CCCCN)n3cc([C@@H](N)CO)nn3)CC2)n1 (stereo partly drawn),-5%[12.7 µM],-5%,40µM*,0,15%,50µM*,-1%,0%,40%[activator]
COCCn1c(-c2ccc(C#N)cc2)nc2c1c(=O)[nH]c(=O)n2Cc1ccccc1,9%,0%,2%,-2,-1%,3%,-7%,-4%,41%[activator]
Cc1ccc(C2NC(=O)c3ccccc3O2)cc1 (stereo not drawn),-3%,0%,6%,8,-1%,-15%,7%,5%,38%
FC(F)(F)c1ccc(N2CCN(c3ncnc4c3nnn4Cc3ccccc3)CC2)nc1,2%,-3%,-10%,0,5%,-5%,7%,-4%,35%
O=C1CC(c2nc3ccccc3[nH]2)CN1c1cccc(C(F)(F)F)c1 (stereo not drawn),17%,-4%,-4%,3,-3%,1%,1%,10%,44%[activator]
COCCn1c(C)cc(C(=O)COc2nc3ccccc3nc2C)c1C,-22%[59 µM],2%,-10%,1,12%,-11%,8%,13%,0%
CC1(C)CC(C)(O)P(=O)(c2ccccc2)O1 (stereo not drawn),-6%[12.7 µM],-2%,-13%,0,4%,8%,-4%,7%,19%
CCN1C(=O)[C@H]2[C@H]3CN=C(SCc4ccc(Cl)cc4)N3[C@@](CC)(C(=O)OC)[C@H]2C1=O,nt,-5%,-14%,-3,17%,nt,-2%,-15%,33%
COCCNC(=O)Cn1nc(N2CCN(c3ccccc3OC)CC2)ccc1=O,4%[59 µM],-2%,-1%,6,6%,2%,i,2%,31%
O=C(N/N=C/c1ccccn1)c1ccncc1,?,0%,?,-5,-1%,16µM*,3%,-1%,29%
Cc1cccc(C=Nc2ccc3c(c2)oc2ccccc23)c1O,-37%[59 µM],0%,-21%,-2,-2%,?,-3%,4%,5%
O=S(=O)(c1cccs1)N1CCN(CCc2ccccc2)CC1,nt,17%,-12%,3,16%,-4%,0%,-5%,34%[activator]
CC1(C)Cc2c(sc(NC(=O)c3ccc4c(c3)OCCO4)c2C(N)=O)C(C)(C)N1,nt,-12%,-14%,2,1%,-3%,-8%,?,12%
COc1ccc(-c2[nH]c3ccccc3c2SCCNC(=O)c2ccccc2)cc1,?,-2%,?,-3,1%,?,-4%,14%,9%
CCn1c(=O)[nH]c2ccccc2c1=O,11%,5%,-5%,-5,-3%,1%[57.1 µM],-4%,6%,36%
CN1CCN(Cc2nc(Cc3cccc(F)c3)no2)CC1c1ccccc1 (stereo not drawn),nt,-21%,-11%,3,-5%,-31%,i,-9%,48%[activator]
COc1ccc(OCCC(=O)NCc2ccccc2)cc1,-9%,8%,-7%[57.1 µM],-3,1%,-3%,i,-1%,66%[activator]
CC1(C)CC(CCC(=O)NC(=S)Nc2ccccc2Cl)C(=O)O1 (stereo not drawn),-34%,0%,-13%,-5,3%,-31%,nt,0%,42%[activator]
CC(CN1CCN(C)CC1)OC(=O)c1ccccc1Cl (stereo not drawn),50µM*,11%,79µM*,4,-5%,?,-8%,-6%,26%
Cc1ccsc1C(=O)OCc1nnc(-c2ccccc2)o1,nt,3%,28%,3,1%,nt,-13%,-2%,95%[activator]
CC(C)c1ccc(N2C(=O)C(Cl)=C(N3CCOCC3)C2=O)cc1,10%,-2%,-7%,7,-6%,-4%,-1%,?,31%
CCNC(=O)COC(=O)c1ccc(-n2nc(C)cc2C)cc1,6%,5%,-11%,3,3%,0%,-8%,-4%,26%
CS/C(=N\S(=O)(=O)c1cccs1)Nc1ccc(F)c(Cl)c1,-42%,-4%,0%[57.1 µM],-2,17%,7%,i,-2%,62%[activator]
CC/C(=N\NC(=O)Nc1nonc1N)c1ccc(OC)c(OC)c1,11%,-5%,-11%,2,13%,-1%,-1%,2%,9%
O=C(/C(=N\Nc1ccccc1)Sc1nnnn1-c1ccccc1)c1ccccc1,21%[59 µM],nt,-24%,-4,6%,?,i,3%,24%

The last 2 entries of the section before open the next one.
molecule,G9a inh,ERG Ets-DNA blk,JMJD2A Tudor inh,PI4K2A block,GLS inhibitor,BAZ2B inh,Tb PGK inh,Pin1 inhibitor,HP1b binding inh
CC/C(=N\NC(=O)Nc1nonc1N)c1ccc(OC)c(OC)c1,11%,-5%,-11%,2,13%,-1%,-1%,2%,9%
O=C(/C(=N\Nc1ccccc1)Sc1nnnn1-c1ccccc1)c1ccccc1,21%[59 µM],nt,-24%,-4,6%,?,i,3%,24%
COc1ccc(C2C(C#N)=C(N)Oc3c2ccc2cccnc32)cc1OC (stereo not drawn),2%,-4%,-27%,-2,0%,-33%,6%,8%,24%
CCc1nnc(NC(=O)CSc2nnc(-c3cc4ccccc4cc3O)n2CCOC)s1,?,-4%,-17%,-2,5%,-28%,-3%,-3%,0%
O=C(N1CCOCC1)N1CCc2ccccc21,10%,10%,-15%,3,-14%,-10%,i,-6%,13%
Cc1cc(N2CCCCC2)nc2ccc(NC(=O)c3cccc(Cl)c3)cc12,-10%[59 µM],2%,-30%,1,7%,-9%,-8%,16%,50%[activator]
O=C(Cc1ccccc1F)OCC(=O)N1CCN(C(=O)c2ccco2)CC1,-20%,0%,-8%,5,-3%,-12%,-2%,-1%,12%
COc1ccc(C2CC(=O)Nc3c2c(=O)n(C)c2nc4ccccc4n32)cc1 (stereo not drawn),3%[59 µM],3%,-1%,0,4%,-16%,-4%,10%,?
Cc1oc(-c2ccccc2Cl)nc1CS(=O)CC(=O)NCc1cccs1 (stereo not drawn),-17%,6%,-25%,2,1%,4%,-1%,3%,15%
COC(=O)c1cccc(NS(=O)(=O)c2ccc(NC(C)=O)cc2)c1C,23%,-2%,13%,4,nt,5%,-6%,-3%,34%
O=C(NCCN1CCN(c2cccc(Cl)c2)CC1)c1cccn2c(=O)c3ccccc3nc12,nt,-4%,-8%[11.4 µM],5,-9%,nt,-1%,-4%,64%[activator]
CCN(CC)S(=O)(=O)c1ccc(N2CCOCC2)c(NC(=O)C2COc3ccccc3O2)c1 (stereo not drawn),-11%[59 µM],-3%,-17%,0,-7%,-27%,-3%,11%,32%
C=CCOC(=O)C(C#N)c1nc2ccccc2nc1N1CCN(c2ccccc2OC)CC1 (stereo not drawn),?,3%,?,-2,15%,?,i,29%,-24%
C=CCn1c(SCCN2CCCC2)nc2c([nH]c3ccccc32)c1=O,?,-2%,-21%,0,-12%,-12%,i,-1%,6%
O=C(O)c1ccccc1C(=O)NCC(O)c1ccccc1 (stereo not drawn),7.9µM*,1%,-4%,1,-11%,1%,-8%,-3%,38%
COc1ccc(-c2cc(-c3ccco3)[nH]c(=O)c2C#N)cc1OC,10µM*,16%,?,1,-14%,56µM*,-15%,?,12%
CC1=C(C(=O)Nc2ccc(Br)cc2)C(c2ccco2)NC(=O)N1 (stereo not drawn),?,nt,-23%,3,-11%,-26%,-11%,-7%,7%
COc1ccc(C(=O)NCC(C)CN(C)C)cc1 (stereo not drawn),0%[12.7 µM],1%,-2%,-5,2%,1%,-2%,2%,19%
Cc1cccc(COC(=O)C(Cc2ccccc2)NC(N)=O)c1 (stereo not drawn),12%[59 µM],-6%,3%,3,-11%,-1%,-6%,-1%,28%
COc1ccc(NS(=O)(=O)c2c(C)[nH]c(C)c2C(=O)N2CCCCC2)cc1Cl,-5%[59 µM],7%,-27%,9,8%,-12%,0%,-13%,15%
O=C1C=C(c2cccc(CO)c2)C[C@@H](c2ccc(F)cc2)C1,-3%[0.501 µM],4%,-15%,-6,3%,6%,i,-3%,22%
CCN(CC)CCOC(=O)c1ccc(NC(=O)CSc2nnc(-c3cccs3)n2CC)cc1,nt,1%[15.4 µM],-5%,-21,3%,nt,-2%,0%,25%
O=C(Nc1cccnc1)c1ccc2snnc2c1,7%[0.501 µM],3%,-5%,-2,1%,-13%,-9%,-1%,42%[activator]
O=S(=O)(c1cc(-c2nnc(-c3ccc(Br)cc3)o2)ccc1Br)N1CCCCCC1,18%[59 µM],7%,-8%,-8,2%,11%,-1%,3%,31%
